Source: PubChem (Sanford-Burnham Center for Chemical Genomics)
NLRP3 yeast inh: NALP3 inflammasome inhibitors in reconstituted yeast, primary screen, luminescence, uHTS; Yeast reconstituted NLRP3/ASC/caspase-1, beta-gal luminescence, 24 h; inhibition, % at 10 µM; 330,000 compounds, 0.39% hits; AID 2825, 2010;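 active = inhibition of 50% or more; inactive = inhibition below 50%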;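 note: plate controls were induced DMSO wells for no effect and uninduced yeast grown without galactose for full effect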
mIAP block: inhibitors of mouse IAP, primary screen, biochemical, luminescence, uHTS; intestinal alkaline phosphatase [Mus musculus]; AID 2806, 2010; inhibition, % at 10 µM; purified mouse IAP, CDP-Star luminescence, 30 min; 330,000 compounds, 0.2% hits;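 active = inhibition of at least 40% at 10 µM in the primary screen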;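 note: plate controls were DMSO with enzyme for no effect and no enzyme wells for full effect; values of inactives mirror those of a sister screen read the other way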
ATG4B inh: ATG4B protease inhibitors, primary screen, biochemical, fluorescence, uHTS; Cysteine protease ATG4B (Homo sapiens), Q9Y4P1; ATG4B cleavage of LC3-PLA2, NBD-HPC fluorescence, 1 h; inhibition, % at 8.33 µM; 340,000 compounds, 0.51% hits; in the data active = inhibition above about 40%
Target sequence (Q9Y4P1 whole entry, looked up): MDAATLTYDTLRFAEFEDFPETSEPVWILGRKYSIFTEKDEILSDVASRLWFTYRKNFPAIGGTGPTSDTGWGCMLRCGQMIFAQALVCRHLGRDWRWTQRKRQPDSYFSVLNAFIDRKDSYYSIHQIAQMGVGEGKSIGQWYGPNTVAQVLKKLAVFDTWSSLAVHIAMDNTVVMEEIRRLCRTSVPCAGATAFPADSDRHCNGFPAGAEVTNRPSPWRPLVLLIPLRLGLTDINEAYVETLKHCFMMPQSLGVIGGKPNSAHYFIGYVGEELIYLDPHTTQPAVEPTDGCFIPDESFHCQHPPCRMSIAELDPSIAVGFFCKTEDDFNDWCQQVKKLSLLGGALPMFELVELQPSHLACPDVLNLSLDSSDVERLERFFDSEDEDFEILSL
tim10-1 inh: growth inhibitors of tim10-1 mutant yeast, primary screen, luminescence, uHTS. AID 463190, 2010. 330,000 compounds, 2.2% hits. inhibition, % at 20 µM. S. cerevisiae tim10-1 ts strain growth, BacTiter-Glo, 24 h;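 active = inhibition of at least 40%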;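 note: mutant grown at 25 °C; 0% = DMSO wells with yeast and 100% = wells holding no yeast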
hIAP act: human IAP activators, primary screen, biochemical, luminescence, uHTS; activation factor at 10 µM; AID 2524, 2010; purified human IAP, CDP-Star luminescence, 30 min; active compounds read high; 1 = vehicle-only enzyme, 0 = enzyme-free background; 330,000 compounds, 0.16% hits;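 active = activation factor of the enzyme at least 2-fold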; note: the source names both 10 and 20 µM as test concentration; values of inactives mirror those of a sister screen read the other way
Target sequence (P09923 whole entry, looked up): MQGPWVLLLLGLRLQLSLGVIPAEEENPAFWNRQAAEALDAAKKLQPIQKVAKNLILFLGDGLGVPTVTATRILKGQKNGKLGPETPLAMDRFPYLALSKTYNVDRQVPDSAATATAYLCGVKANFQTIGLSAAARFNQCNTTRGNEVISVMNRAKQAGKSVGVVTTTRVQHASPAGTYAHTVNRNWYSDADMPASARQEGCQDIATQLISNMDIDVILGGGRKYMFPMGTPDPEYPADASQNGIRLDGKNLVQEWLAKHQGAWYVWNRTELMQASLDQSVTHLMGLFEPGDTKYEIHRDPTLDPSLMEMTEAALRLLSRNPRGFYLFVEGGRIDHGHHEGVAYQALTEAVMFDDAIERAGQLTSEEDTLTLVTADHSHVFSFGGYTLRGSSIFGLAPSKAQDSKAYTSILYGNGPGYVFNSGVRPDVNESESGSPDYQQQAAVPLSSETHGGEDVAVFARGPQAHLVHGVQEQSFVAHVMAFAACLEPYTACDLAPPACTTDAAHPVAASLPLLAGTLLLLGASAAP
TIM10 inh: growth inhibitors of isogenic TIM10 control yeast, primary screen, counter-screen for tim10-1 yeast inhibitor project, luminescence, uHTS | S. cerevisiae TIM10 strain growth, BacTiter-Glo luminescence, 24 h | inhibition, % at 10 µM | 330,000 compounds, 1.4% hits;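 active = inhibition of 40% or more at the single tested concentration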;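 note: wild-type TIM10 isogenic control strain grown at permissive 25 °C; 0% = DMSO yeast wells and 100% = minimal medium wells without yeast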
Apaf-1 inh: inhibitors of human Apaf-1 apoptosome, primary screen, biochemical, DEVD-Rh110 fluorescence, uHTS. reconstituted apoptosome caspase-3 activity. Apoptotic protease-activating factor 1 (Homo sapiens), O14727. inhibition, % at 20 µM. 330,000 compounds, 0.71% hits; active = inhibition of at least 40% at 20 µM;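 note: plate controls were DMSO wells for no effect and DEVD-CHO caspase inhibitor wells for full effect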
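Medium: Hepes buffer, pH 7.5 / System: biochemical Apaf-1 apoptosome reconstitution / Measured by: Rh110 fluorescence, excitation 480 nm, emission 540 nm / Times: compound with Apaf-1, dATP, procaspase-3 30 min, then 50 min reaction, room temperature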
hIAP block: human IAP inhibitors, primary screen, biochemical, luminescence, uHTS; inhibition, % at 10 µM; AID 2544, 2010; 330,000 compounds, 0.12% hits; purified IAP, CDP-Star luminescence, 30 min; Intestinal-type alkaline phosphatase (Homo sapiens), P09923;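 active = inhibition reaching a set limit with compound at 10 µM in the primary screen, cut at about 35% in these data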;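 note: plate controls were DMSO wells with enzyme for no effect and no-enzyme buffer wells for full effect; values of inactives mirror those of a sister screen read the other way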
mIAP activ: activators of mouse IAP, primary screen, biochemical, luminescence, uHTS | intestinal alkaline phosphatase [Mus musculus] | muIAP, CDP-Star luminescence, 30 min; active compounds read high; 1 = vehicle-only enzyme signal, 0 = enzyme-free wells | activation factor at 10 µM | 330,000 compounds, 0.24% hits;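 active = activation factor of at least 2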; note: the source names both 10 and 20 µM as test concentration; values of inactives mirror those of a sister screen read the other way
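Assay system: mouse IAP enzyme; Reagent: CDP-Star chemiluminescent phosphatase substrate; Compound: DMSO-dissolved test compounds; Incubation: 30 min, room temperature; Technique: luminescence from enzymatic CDP-Star hydrolysis; Controls: DMSO-only wells and no-enzyme negative control.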
An asterisk follows results filed as active.

SMILES	NLRP3 yeast inh	mIAP block	ATG4B inh	tim10-1 inh	hIAP act	TIM10 inh	Apaf-1 inh	hIAP block	mIAP activ
OC(Cn1cncn1)c1ccc(Cl)cc1Cl (centres undefined)	18	6	-4	-18	1	-76	-17	-3	0.94
CC(=O)Nc1ccc(S(=O)(=O)NNC(=O)CCc2ccccc2)cc1	5	3	4	7	0.97	-13	0	3	0.97
Cc1c(C(=O)OC(C)CCN(C)C)oc2ccccc12 (centres undefined)	-4	0	-5	0	1	-11	-7	-3	1
COc1cc2ncc(S(=O)(=O)c3ccccc3)c(N3CCC4(CC3)OCCO4)c2cc1OC	24	3	-1	2	0.93	18	-14	7	0.97
COc1cccc2c1CCC(NC(C)=O)C2=O (centres undefined)	-1	1	-11	12	1	7	-16	-3	0.99
CC1=C(C(=O)OC(C)C)C2(O)C(=O)c3ccccc3C2(O)N1 (centres undefined)	18	0	-7	5	0.97	-14	12	2	1
O=C(CCN1C(=O)c2ccncc2C1=O)NCc1ccc(Cl)cc1	14	10	-1	0	1.1	-16	6	-6	0.9
O=C(COc1ccc2c3c(c(=O)oc2c1)CCC3)N1CCCC1	-3	10	-4	-10	0.92	-1	-1	8	0.9
CN(C)S(=O)(=O)c1ccc2c(c1)Cc1cc(S(=O)(=O)N(C)C)ccc1-2	0	3	4	-18	0.97	15	-6	3	0.97
COc1ccc(OC)c(NC(=O)CCN2CCCC(C)C2)c1 (centres undefined)	10	2	-11	-18	1	-5	-33	-1	0.98
COc1nc(Cc2ccc(Cl)cc2)nc2ccccc12	7	6	-8	29	0.94	24	-1	6	0.94
Nc1ccccc1Oc1c(F)c(F)c(Oc2ccccc2N)c(F)c1F	-2	4	-6	3	0.95	12	8	5	0.96
COc1ccc2c(c1)C(c1cccs1)=NNC(c1cccnc1)=N2	11	6	1	18	0.86	-1	15	14	0.94
CC1Cc2ccccc2N1S(=O)(=O)c1cccc(C(=O)NCc2ccco2)c1 (centres undefined)	15	-4	2	12	0.79	7	0	21	1
Cc1ccc(C2=NN(C(=O)c3ccccc3F)C(c3ccccc3F)C2)cc1 (centres undefined)	24	5	7	19	0.87	8	15	13	0.95
Cc1ccc(NC(=S)NC2CCSc3ccccc32)cc1 (centres undefined)	6	-269	32	16	1.3	19	27	-33	3.7*
COCc1c(C(=O)NC2CCCCCC2)oc2ccccc12	1	-5	3	23	0.94	5	2	6	1
Cc1cccc(C(=O)Oc2ccc(/C=N/NC(=O)c3cc(O)cc(O)c3)cc2)c1	4	30	24	-2	1.2	7	23	-23	0.7
Cc1cc(C)cc(C(=O)N2CCN=C2c2ccccc2)c1	-6	2	1	15	0.98	-1	-3	2	0.98
COc1ccc(Cc2nc3c4c(ncn3n2)Oc2ccc3ccccc3c2C4c2ccc(OC)c(OC)c2)cc1 (centres undefined)	-3	-3	-19	13	0.86	-1	11	14	1
Cc1nnc(NC(=O)c2cccc(Br)c2)s1	42	-1	2	20	1.1	-1	-2	-6	1
CC(=O)Nc1ccc(OCCOc2ccc(/C=C3\C(=N)N4N=C(C)SC4=NC3=O)cc2)cc1	12	-10	-10	-10	1	11	5	-2	1.1
COC(=O)Cn1c(C)nc2ccccc21	-9	3	-7	8	0.91	1	-16	9	0.97
CN1CCC(=NNC(=O)c2ccco2)CC1	2	6	1	-6	0.97	-3	-9	3	0.94
CCOP(=O)(OCC)C(C)(C)NC(=O)c1cc([N+](=O)[O-])cc([N+](=O)[O-])c1	5	-4	3	4	0.73	1	-7	27	1
O=C(NCCc1ccc(Cl)cc1)c1cccc(NC2=NC3CS(=O)(=O)CC3S2)c1 (centres undefined)	8	-2	0	1	0.89	-1	2	11	1
N#Cc1sc(=O)[nH]c1Cl	-1	18	-4	6	0.99	4	-8	1	0.82
CCCCNc1c(-c2ccc(OC)c(SC(C)CC)c2)nc2ccc(C)cn12 (centres undefined)	46	-22	10	4	1.1	3	38	-7	1.2
CC(C)CCn1c(CN(C)Cc2ccccc2)nc2c1c(=O)n(C)c(=O)n2C	6	14	1	20	1.1	10	20	-7	0.86
Cc1nc(Nc2ccc3c(c2)OCO3)c2oc3ccccc3c2n1	13	19	-1	30	0.94	34	15	6	0.81
Cc1ccc(CN(C)C(=O)C2CCN(C(=O)Nc3ccccc3)CC2)o1	10	6	0	8	0.94	-8	1	6	0.94
Cc1cc(=O)oc(C)c1C(=O)OCC(=O)c1ccc(Cl)c(Cl)c1	-15	-2	0	23	1	33	7	-1	1
CC(Nc1[nH]c(=O)n(C)c(=O)c1N=O)c1ccccc1 (centres undefined)	18	1	1	-11	0.94	-3	-2	6	0.99
COc1ccccc1NC(=O)COc1ccc2c(c1)OCO2	45	-6	-4	21	0.75	2	12	25	1.1
CC(Oc1cccc(Cl)c1)C(=O)Nc1cc(S(=O)(=O)N2CCOCC2)ccc1N1CCCCC1 (centres undefined)	16	0	-11	9	1.1	7	48*	-8	1
Cc1ccn2nc(C(=O)OCC(=O)N(CC(C)C)C3CCS(=O)(=O)C3)nc2n1 (centres undefined)	11	-7	3	9	1	1	-3	-5	1.1
COc1ccc(Cc2nnc(Nc3ccc(C)cc3C)[nH]c2=O)cc1	16	0	-6	14	1.2	1	7	-18	0.99
Cc1cc(NC(=O)C2CCCCC2)nc2c1c(=O)oc1ccccc12	30	10	24	-6	1.2	-8	19	-18	0.9
COc1ccc(C(CNC(=O)C(CCSC)NC(=O)c2ccccc2OC)N2CCCCC2)cc1 (centres undefined)	8	-6	9	6	0.97	7	19	2	1.1
CNCc1ccccc1Sc1ccc(OC)c(OC)c1	26	-3	-4	-16	0.95	-1	-4	5	1

Continued; it opens with the four that closed the last part.
SMILES	NLRP3 yeast inh	mIAP block	ATG4B inh	tim10-1 inh	hIAP act	TIM10 inh	Apaf-1 inh	hIAP block	mIAP activ
COc1ccc(Cc2nnc(Nc3ccc(C)cc3C)[nH]c2=O)cc1	16	0	-6	14	1.2	1	7	-18	0.99
Cc1cc(NC(=O)C2CCCCC2)nc2c1c(=O)oc1ccccc12	30	10	24	-6	1.2	-8	19	-18	0.9
COc1ccc(C(CNC(=O)C(CCSC)NC(=O)c2ccccc2OC)N2CCCCC2)cc1 (centres undefined)	8	-6	9	6	0.97	7	19	2	1.1
CNCc1ccccc1Sc1ccc(OC)c(OC)c1	26	-3	-4	-16	0.95	-1	-4	5	1
CC1CN(C(=O)c2ccc(Br)c(S(=O)(=O)N3CCOCC3)c2)CC(C)O1 (centres undefined)	7	3	-1	-3	0.93	10	-10	8	0.97
CC(=O)OC(COc1ccccc1)Cn1cnc2cc(C)c(C)cc21 (centres undefined)	9	-9	-8	-6	1.1	-2	-1	-14	1.1
Cc1nc2ccccc2c2c1CC(C)S2 (centres undefined)	-4	6	-10	14	0.83	3	-7	17	0.94
CCn1c(SCC(=O)NC2CCCC2)nc2c1c(=O)n(C)c(=O)n2C	28	5	-2	-3	0.8	-2	-4	20	0.95
COc1cccc(NC2=C(C#N)C(=O)NC(c3cccc(OC)c3O)S2)c1 (centres undefined)	-5	2	1	-9	0.89	6	-19	11	0.98
COc1ccc(CCN(Cc2cc3cc(C)ccc3[nH]c2=O)C(=O)N2CCCC2)cc1OC	12	12	-7	0	0.89	6	7	11	0.88
Nc1nc(SCc2c(F)cccc2Cl)[nH]c(=O)c1-c1ccccc1	-3	1	25	18	0.86	5	0	14	0.99
Cc1c(NC(=O)CSc2nnnn2Cc2ccccc2)c(=O)n(-c2ccccc2)n1C	18	-4	1	11	0.83	-3	-1	17	1
COc1ccccc1NS(=O)(=O)c1cccc(C(=O)NNC(=O)C(NC(N)=O)C(C)C)c1 (centres undefined)	5	-3	3	-16	1	-11	3	-3	1
COc1cccc(C(=O)Nc2ccc3c(c2)OCO3)c1OC	36	-3	3	7	1	-1	4	-4	1
O=C(Nc1cccc(NC(=O)c2cccs2)c1)c1ccc([N+](=O)[O-])o1	1	-3	-17	35	0.89	56*	-6	11	1
Cc1cc(C)[n+](-c2ccc(F)cc2)c2[nH]c(=O)[nH]c(=O)c12	-3	10	6	14	0.82	4	-12	18	0.9
COc1ccc(Br)cc1CNC(=O)CCC(=O)N1CCSc2ccccc21	15	-11	20	20	0.85	-3	11	15	1.1
Cc1ccc(-n2nc(C)c3onc(C)c3c2=O)cc1	16	-3	0	-10	0.94	-7	-8	6	1
COC(=O)CNC(=O)c1ccc(=O)oc1	13	-5	-7	7	1.1	4	-7	-10	1.1
CC(C)NC(=O)C1CC(=O)N(c2ccc(F)c(Cl)c2)C1 (centres undefined)	12	10	3	1	0.94	4	6	6	0.9
Cc1ccc(S(=O)(=O)N[C@H](C(=O)N2CCC3(O)CCCCC3C2)c2ccccc2)cc1 (some centres undefined)	-8	-2	-1	12	1.1	-4	0	-10	1
O=C(c1ccco1)c1cc2c(ccc3ccccc32)oc1=O	40	-2	-7	31	1.2	-2	9	-21	1
CC(=O)Nc1ccc(S(=O)(=O)Nc2ncccn2)cc1	-1	0	11	4	0.84	-1	-17	16	1
Cc1ccc(S(=O)(=O)CCSc2cccc(C(=O)O)c2)cc1	9	10	0	-8	1.1	-11	-3	-11	0.9

mIAP activ, entries above that show a hit.
Structure | NLRP3 yeast inh | mIAP block | ATG4B inh | hIAP act | hIAP block | mIAP activ
Cc1ccc(NC(=S)NC2CCSc3ccccc32)cc1 (centres undefined) | 6 | -269 | 32 | 1.3 | -33 | 3.7*

Ordered by the number under mIAP block (highest first): 3 from the list above.
SMILES,NLRP3 yeast inh,mIAP block,ATG4B inh,hIAP act,hIAP block,mIAP activ
Cc1cccc(C(=O)Oc2ccc(/C=N/NC(=O)c3cc(O)cc(O)c3)cc2)c1,4,30,24,1.2,-23,0.7
OC(Cn1cncn1)c1ccc(Cl)cc1Cl (centres undefined),18,6,-4,1,-3,0.94
CNCc1ccccc1Sc1ccc(OC)c(OC)c1,26,-3,-4,0.95,5,1

(next part)
SMILES	NLRP3 yeast inh	mIAP block	ATG4B inh	tim10-1 inh	hIAP act	TIM10 inh	Apaf-1 inh	hIAP block	mIAP activ
Cc1cc(=O)oc(C)c1C(=O)N[C@@H]1CCCCNC1=O	-20	1	-14	-10	1	-4	-7	-3	0.99
Cc1ccc(S(=O)(=O)N(CCC#N)CCN2CCCC2)cc1	7	-6	-11	-3	1.1	-10	-3	-5	1.1
COc1ccc(N(C(=O)c2ccco2)C(C(=O)NC2CCCC2)c2ccc(OC)c(OC)c2)cc1 (centres undefined)	13	-4	-11	-10	0.92	5	3	8	1
COc1ccc(C(=O)n2nc(C)cc2C)cc1Br	-3	-6	-6	1	1.1	-17	1	-9	1.1
CCN(CC)Cc1c(O)c(Cl)cc2c(C)cc(=O)oc12	-6	1	-1	-5	0.87	8	-9	13	0.99
CCN(CC(=O)NC1CCS(=O)(=O)C1)S(=O)(=O)c1ccc(C)cc1C (centres undefined)	-4	1	-4	7	0.93	5	-4	7	0.99
COC(=O)c1ccc(N=NNc2ccccc2)cc1	20	14	-1	33	0.96	-16	-14	4	0.86
